# INS promoter inh: TRM-6 insulin promoter activity inhibition | inhibition, % at 2 µM | TRM-6 cells (human fetal islet line), insulin promoter-eGFP reporter, imaging; reporter expression induced with tamoxifen | 130,000 tested, 0.9% active;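 active means inhibition above the mean plus 3 SD, with well images judged a real hit on visual review, cut at about 60% in these data, passing the limit was not always enough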
# sdo1 growth: compounds rescuing growth of sdo1-depleted yeast, bone marrow failure model. z-score at 10 µM. AID 817. 140,000 tested, 0.21% active. S. cerevisiae sdo1-depleted JHY4D growth rescue, OD600 30 h; hits give high values; pdr5 snq2 efflux-pump mutant strain;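 active means z-score above 3 at both the 24 hr and the 30 hr optical density reads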;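 further: z-score against mean and SD of all compound wells on the same plate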
# sdo1 growth Rescue 24 h: recorded beside sdo1 growth, whose call it bears; z-score; S. cerevisiae sdo1-depleted JHY4D growth rescue, OD600; measured here: growth rescue at 24 h;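 0 is the plate mean of compound wells and units are plate SD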
# * marks the source's active call; other numbers are inactive results; i = inactive; · = no result given. Outcome played no part in choosing rows; about 0.92% have a hit in one of these screens.
# Screens in order: INS promoter inh	sdo1 growth	sdo1 growth Rescue 24 h
- O=C(COC(=O)c1cc(-c2ccccc2)nc2ccccc12)NCC1CCCO1 (configuration not stated)
    44	·	·
- O=C(CNS(=O)(=O)c1c(Cl)cccc1Cl)OCC(=O)N1CCN(c2ccccc2)CC1
    -41	0.43	0.29
- O=C(CNC(=O)/C(=C/c1ccccc1)NC(=O)c1ccc(Br)cc1)OCc1ccccc1
    ·	-0.33	-0.36
- O=C(N1CCOCC1)N1CCCN(C(=O)N2CCOCC2)CC1
    -38	0.61	-0.55
- CC(=O)c1cccc(NC(=O)c2c(F)c(F)c(F)c(F)c2F)c1
    -42	0.52	0.45
- Cc1ccc(-c2nnc(Nc3ccc4c(c3)OCO4)c3ccccc23)cc1S(N)(=O)=O
    0	1.8	2.2
- CC(=O)CCc1ccc(OCC(O)CNC2CCCc3ccccc32)cc1 (configuration not stated)
    -27	0.3	-1.3
- O=C(NCc1ccccn1)c1ccc(Cl)c(S(=O)(=O)Nc2ccccc2C(=O)NCc2ccccn2)c1
    ·	0.69	1.1
- Cc1ccc(NC(=O)C2CCN(c3cnccn3)CC2)cc1C
    27	·	·
- CS(=O)(=O)N(CCc1ccccc1)CC(=O)N1CCCCC1
    33	1.3	1.6
- O=C(Nc1cc2c(cc1Cl)OCCCO2)c1ccco1
    -46	-1.1	-1.1
- Cc1cc(C)c(S(=O)(=O)Nc2ccccc2-c2ccccc2)c(C)c1
    ·	-0.6	-0.77
- CN(C(=O)CSc1nnc(-c2ccccc2)c(-c2ccccc2)n1)C1CCS(=O)(=O)C1 (configuration not stated)
    -19	0.57	0.69
- C=CCn1c(=O)c2c(nc(Br)n2Cc2ccccc2Cl)n(C)c1=O
    -33	-0.54	-0.38
- CN(C)CCCNC1=CC(=O)CC(c2ccccc2)C1 (configuration not stated)
    83*	·	·
- O=C(C(c1ccccc1)c1ccccc1)N1CCCc2ccccc21
    7	-1.9	-1.4
- CC1Cc2cc(/C(O)=C3/C(=O)C(=O)N(CCN4CCOCC4)C3c3cccc(Cl)c3)ccc2O1 (configuration not stated)
    ·	0.34	-0.19
- O=C(O)c1sccc1Oc1ccc(F)cc1[N+](=O)[O-]
    21	0.42	0.03
- CCCCCNC1=CC(=O)CC(c2ccccc2)C1 (configuration not stated)
    26	0.12	-0.11
- CCOC(=O)c1ccc(NC(=O)CCc2c(C)nc3ncnn3c2C)cc1
    23	0.11	-0.58
- CNC(=O)c1cc2c(s1)CCCCCC2
    48	-0.34	-0.27
- COc1ccc(NC(=S)N(CCc2c(C)[nH]c3ccc(C)cc23)Cc2cccnc2)cc1
    5	-0.99	-0.49
- O=C(CSc1nnnn1-c1cccc2c1CCCC2)N1CCCCC1
    -206	-0.54	0.11
- CCOc1ccccc1OCCOCCOc1c(Cl)cccc1Cl
    38	-0.37	-0.4
- Cc1cccc(NC(=O)Nc2cccc(Oc3c(F)c(F)c(F)c(F)c3F)c2)c1
    18	-0.64	0.33
- CCOC(=O)C(CCCOc1ccc(C(C)CC)cc1)C(=O)OCC (configuration not stated)
    0	0.46	0.58
- COc1ccccc1-c1nnc(SCC(=O)Nc2ccccc2)o1
    32	0.3	0.47
- O=C(NC1CCCC1)c1csc2c1CCCC2
    ·	1.3	1.2
- COc1ccc(C(=O)OCC2CC(c3ccccc3)=NO2)cc1OC (configuration not stated)
    26	·	·
- COc1ccc2[nH]c3c(NCCC4=CCCCC4)ncnc3c2c1
    65*	·	·
- Cc1ccc(-c2cc(-c3ccccc3)nc(N/N=C/c3cccnc3)n2)cc1
    -3	·	·
- O=C(Cn1cnc2cc([N+](=O)[O-])ccc2c1=O)Nc1ccc2c(c1)CCC2
    -28	-2.5	-1.6
- CCOC(=O)c1cnn(-c2ncnc3sc4c(c23)CCC4)c1N
    ·	-1.1	-0.68
- CCC(=O)Nc1c2c(nn1-c1cccc(Cl)c1)CSC2
    20	0.8	0.18
- Cc1ccc(CNC(=O)Cc2ccc(-n3cccc3)cc2)cc1
    13	-0.96	-1.1
- Cc1cccc(NCc2nc3ccccc3n2C)c1
    -26	-0.27	0.07
- CCC(=O)N(Cc1cc2ccc(C)cc2n2nnnc12)C1CCCCC1
    -6	-0.38	-0.3
- O=C(Cn1cc([N+](=O)[O-])cn1)N1CCc2ccccc21
    ·	0.16	-0.08
- COCCOC(=O)c1c(NC(=O)CN2CCOCC2)sc(C(N)=O)c1C
    ·	0.51	0.15
- CCN(Cc1ccccc1)C(=O)C(C)OC(=O)c1cc(S(=O)(=O)Nc2c(C)n(C)n(-c3ccccc3)c2=O)ccc1C (configuration not stated)
    -107	·	·
- COC(=O)c1ccc(Oc2ccc3nnc(C)n3n2)cc1
    ·	0.58	0.59
- CCn1cnc2cc(NCc3cccc(OC)c3O)ccc21
    36	0.94	0.39
- Fc1ccc(CSc2nnc(-c3cnccn3)n2Cc2ccco2)cc1
    12	-1.1	-0.74
- O=C(c1cn(-c2ccccc2)nc1-c1ccc(F)cc1)N1CCCCC1
    -49	-0.57	-0.2
- Cc1ccc(C(=O)NCc2ccc3c(c2)OCO3)cc1S(=O)(=O)N1CCCCC1
    -61	-0.62	-0.42
- Cc1cccc(C)c1NC(=S)N=Nc1c(O)n(C)c2ccc(S(=O)(=O)N3CCOCC3)cc12
    i	-0.73	0.03
- COc1ccc(NC(=O)c2ccc(C(=O)c3cc(OC)ccc3OC)cc2)cc1
    -10	-0.03	1.2
- Cc1[nH][nH]c(=O)c1C(c1ccc(O)c([N+](=O)[O-])c1)c1c(C)[nH][nH]c1=O
    15	2.1	1.9
- S=C1NCCOCCNC(=S)NCCOCCOCCOCCN1
    -6	0.16	-0.05
- COc1ccc(N2CCN(C3CC(=O)N(c4ccc5c(c4)OCCO5)C3=O)CC2)cc1 (configuration not stated)
    92*	1.1	1.4
- Cc1noc(NS(=O)(=O)c2ccc(NC(=O)CSc3nc4ccccc4[nH]3)cc2)c1C
    -15	0.79	1.1
- Cc1noc(C)c1S(=O)(=O)N1CCN(C(c2ccccc2)c2ccc(Cl)cc2)CC1 (configuration not stated)
    ·	-0.56	-0.3
- OCCn1c(CSc2nc3ccccc3n2CCO)nc2ccccc21
    ·	-1.2	-1.2
- O=C(N1CCOCC1)N1CCCC(c2nc(-c3cccs3)no2)C1 (configuration not stated)
    ·	0.11	0.67
- COc1cc(C2C3C(C)N(C)C(=O)N(C)C3N(C)C(=O)N2C)ccc1O (configuration not stated)
    -25	0.82	0.42
- Cc1cccc(Nc2ncccc2C(=O)NCc2cccs2)c1C
    -10	-0.39	0.78
- CCCCCOC(=O)Cn1c(N2CCCCCC2)nc2c1c(=O)[nH]c(=O)n2C
    -118	-1.1	-0.46
- CC(C)c1ccc(/C=C(\c2nc3ccccc3[nH]2)S(=O)(=O)c2ccccc2)cc1
    36	-1.8	-2
- CC(C)(C)n1nc(-c2ccc(Cl)cc2)c2c(N)ncnc21
    -7	-2.6	-1.4
- C=CCOC(=O)c1sc(NC(=O)c2ccc(OC)cc2)nc1C
    -38	·	·

# More structures
# Screens in order: INS promoter inh	sdo1 growth	sdo1 growth Rescue 24 h
- COc1ccc(/C=N/NC(=O)C(C)n2nnc3ccccc32)cc1OC (configuration not stated)
    -11	0.78	0.56
- CNNC(=O)C(=O)NNS(=O)(=O)c1ccccc1
    -19	·	·
- CCNC(=S)NNC(=O)c1ccc(OC(F)F)cc1
    10	0.04	-0.81
- N/C(=N\OC(=O)COc1ccc(Cl)cc1)c1cccnc1
    -329	0	-1.1
- COc1cc(NC(=O)C2CCCO2)c(OC)cc1Cl (configuration not stated)
    -55	-0.12	-1.1
- O=C(CSCc1ccco1)NC1CCCC1
    -69	-0.11	-0.15
- Cc1ccccc1NC(=O)c1cc(S(=O)(=O)c2ccccc2)ccc1Cl
    -31	-0.33	-0.11
- Cc1ccc(NC(=S)N(CCN(C)C)Cc2cccs2)c(C)c1
    -92	·	·
- N#Cc1ccc(CN2CCN(C(=O)c3ccccc3)CC2)c(Cl)c1
    0	0.56	0.32
- Cc1ccc(S(=O)(=O)/N=C2/NC(=O)/C(=C/c3ccccc3)S2)cc1
    -25	·	·
- CN(C)c1ccc(S(=O)(=O)NCC(=O)OCC(=O)Nc2cccc(Cl)c2)cc1[N+](=O)[O-]
    31	1.5	1.3
- COc1cc2c(cc1NC(=O)c1cccc(F)c1)CCCC2
    0	-1	-1.2
- COc1ccc(C(=O)n2cc(C(=O)c3cc(C)ccc3O)cn2)cc1OC
    37	-0.68	-0.78
- CCc1c(C(=O)Nc2ccc(OC)c(Cl)c2)[nH]c(C)c1C(C)=O
    ·	-0.37	-0.6
- COCCCNC(=O)CS(=O)Cc1nc(-c2cccc(OC)c2)oc1C (configuration not stated)
    ·	0.1	-0.59
- Cc1c(Cl)cccc1NC(=S)N(CCN(C)C)C(C)c1ccccn1 (configuration not stated)
    0	·	·
- CCOC(=O)c1nn(-c2ccccc2)c(-c2ccccc2)c1C(=O)c1ccccc1
    7	-0.75	1.2
- O=C(CCCC(=O)N1CCN(c2ccccc2F)CC1)N1CCN(c2ccccc2F)CC1
    9	-0.83	-1
- COc1ccc(C2NC(=O)NC3=C2CCc2ccccc23)cc1 (configuration not stated)
    ·	-0.51	0.13
- COc1cc(/C=C2\SC(=O)N(CCNC(=O)c3cnc(C)cn3)C2=O)cc(OC)c1OC
    -18	0.5	0.73
- CCOC(=O)N1CCN(C2=CC(=O)OC23CCCCC3)CC1
    6	-0.33	-0.86
- O=C1c2cccc3c(N4CCCCC4)ccc(c23)C(=O)N1c1ccc(Cl)cn1
    5	·	·
- CC1CCN(C(=O)CN(c2ccc3c(c2)OCO3)S(C)(=O)=O)CC1
    -317	0.47	0.81
- O=C(Nc1nc2ccccc2s1)c1ccc2c(c1)OCO2
    44	-0.6	-0.68
- Oc1ccc(N=Nc2cccc(C(F)(F)F)c2)cc1C=Nc1ccc(N2CCOCC2)cc1
    -21	-0.79	0.64
- Cc1ccc(NC2=NCC(=O)N2C2CCCC2)c(C)c1
    21	2.4	2.9
- COc1cc2c(cc1OC)C(c1ccccc1)N(C(=O)CCl)CC2 (configuration not stated)
    10	-1.9	-1.5
- CCOC(=O)c1sc(=S)n(-c2ccc(Cl)cc2)c1SC
    -7	-0.4	-0.11
- Cc1nc(NCc2ccccn2)c2ccccc2n1
    -20	-0.24	-1.2
- CC1(C)NC(=O)N(CC(O)COc2cccc(F)c2)C1=O (configuration not stated)
    ·	-0.92	-0.7
- COc1ccc(CN2C(=O)CCC2(C)C(=O)NCc2cccnc2)c(OC)c1 (configuration not stated)
    -3	-0.22	-0.64
- Cc1ccccc1Cn1ccc(NC(=O)c2nn(C)cc2[N+](=O)[O-])n1
    85*	1.5	1.7
- Cc1ccccc1CN(c1ccc(C(=O)NCC2CCCO2)cc1)S(C)(=O)=O (configuration not stated)
    -71	1.4	1.2
- Cc1coc(NC(=O)CSc2nc(-c3ccc(Cl)cc3)cc(C(F)(F)F)c2C#N)n1
    32	-1.4	-1.1
- O=C(NCc1ccccc1)Oc1cccc(Cl)c1
    62	-0.32	-0.56
- N#CCSc1nnc(CNc2ccc(F)cc2)o1
    57	0.25	0.32
- O=C1COc2ccc(C(=O)COC(=O)Cn3cnc4ccccc43)cc2N1
    4	-0.05	-0.12
- CCN=C(Nc1ccc(Cl)cc1)c1cccnc1
    -27	0.92	-0.15
- O=C(COc1ccc(/C=N/NC(=O)c2ccc(O)cc2)cc1)Nc1ccc([N+](=O)[O-])cc1
    ·	-1.3	-0.93
- O=C(NCCCN1CCOCC1)c1ccccc1
    -32	0.76	0.98
- Fc1ccc(C(c2nnnn2C2CCCC2)N2CCc3ccccc32)cc1 (configuration not stated)
    -63	-1.8	-1.7
- Nc1c(C(=O)NCC2CCCO2)sc2nc3c(c(-c4ccco4)c12)CC/C3=C\c1ccco1 (configuration not stated)
    -130	-1.3	-0.6
- COc1cc2cc(C(c3nnnn3C(C)(C)C)N3CCC(C)CC3)c(=O)[nH]c2cc1OC (configuration not stated)
    -7	-0.26	-0.95
- Cn1c2ccccc2c(=O)c2c(=O)n(-c3ccccc3)c(C3CCCCC3)nc21
    -4	-1.4	-1.1

# Entries shown so far with fluorine, in the order listed:
# Screens in order: INS promoter inh	sdo1 growth	sdo1 growth Rescue 24 h
- CC(=O)c1cccc(NC(=O)c2c(F)c(F)c(F)c(F)c2F)c1
    -42	0.52	0.45
- O=C(O)c1sccc1Oc1ccc(F)cc1[N+](=O)[O-]
    21	0.42	0.03
- Cc1cccc(NC(=O)Nc2cccc(Oc3c(F)c(F)c(F)c(F)c3F)c2)c1
    18	-0.64	0.33
- Fc1ccc(CSc2nnc(-c3cnccn3)n2Cc2ccco2)cc1
    12	-1.1	-0.74
- O=C(c1cn(-c2ccccc2)nc1-c1ccc(F)cc1)N1CCCCC1
    -49	-0.57	-0.2
- CCNC(=S)NNC(=O)c1ccc(OC(F)F)cc1
    10	0.04	-0.81
- COc1cc2c(cc1NC(=O)c1cccc(F)c1)CCCC2
    0	-1	-1.2
- O=C(CCCC(=O)N1CCN(c2ccccc2F)CC1)N1CCN(c2ccccc2F)CC1
    9	-0.83	-1
- Oc1ccc(N=Nc2cccc(C(F)(F)F)c2)cc1C=Nc1ccc(N2CCOCC2)cc1
    -21	-0.79	0.64
- CC1(C)NC(=O)N(CC(O)COc2cccc(F)c2)C1=O (configuration not stated)
    ·	-0.92	-0.7
- Cc1coc(NC(=O)CSc2nc(-c3ccc(Cl)cc3)cc(C(F)(F)F)c2C#N)n1
    32	-1.4	-1.1
- N#CCSc1nnc(CNc2ccc(F)cc2)o1
    57	0.25	0.32
- Fc1ccc(C(c2nnnn2C2CCCC2)N2CCc3ccccc32)cc1 (configuration not stated)
    -63	-1.8	-1.7
